GAA glycogen: GAA glycogen-cleavage inhibition or activation; 300,000 compounds, 0.38% hits; AID 2100; Potency, µM (top dose mostly 76.4 µM), without a hit: at the top dose activity change, negative = inhibition, hits mostly inhibitors; recombinant GAA, glycogen substrate, Amplex Red glucose oxidase fluorescence; P10253;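 also: 0% = full enzyme reaction and -100% = no-enzyme basal signal; the screen sought inhibitors and activators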
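Recombinant human alpha-glucosidase (4 nM final) hydrolysed bovine liver glycogen (30 ug) for 40 min at 37 C in pH 5.0 citrate/phosphate with 0.01% Tween-20. Released glucose detected by glucose oxidase/Amplex Red, Ex 573/Em 610 nm. Compounds up to 77 uM; AC50 from Hill fits.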
HTT ATP protect: protects HTT-Q103 PC12 cells, measured by ATP. 230,000 compounds, 0.14% hits. Potency, µM (series often up to 56.4 µM), for the others: cytoprotection (ATP increase), hits mostly activators. AID 1471. PC12 HTT-Q103 induced, cytoprotection, ATP luminescence, 40 h;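 also: % of control where 0% means no effect; nearly all actives have a fitted effect of over 45% in size; toxic huntingtin expression switched on by the ecdysone agonist tebufenozide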
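PC12 cells stably carrying ecdysone-inducible Htt exon 1 (Q103)–GFP were induced with 100 nM tebufenozide (final) alongside library compounds in a dose series. Cytoprotection was scored as retained ATP by ATPlite luminescence.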
GLA spleen mod: inhibits or activates alpha-galactosidase in human spleen homogenate; 240,000 compounds, 0.008% hits; P06280; human spleen homogenate, 4MU-alpha-Gal fluorescence, 40 min; Potency, µM (top dose mostly 80 µM), for inactives: at the highest dose activity change, negative = inhibition, actives largely listed as inhibitors; AID 2107;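 also: 0% = enzyme with vehicle and -100% = no enzyme basal signal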
Target sequence (P06280 32-429 limits assumed): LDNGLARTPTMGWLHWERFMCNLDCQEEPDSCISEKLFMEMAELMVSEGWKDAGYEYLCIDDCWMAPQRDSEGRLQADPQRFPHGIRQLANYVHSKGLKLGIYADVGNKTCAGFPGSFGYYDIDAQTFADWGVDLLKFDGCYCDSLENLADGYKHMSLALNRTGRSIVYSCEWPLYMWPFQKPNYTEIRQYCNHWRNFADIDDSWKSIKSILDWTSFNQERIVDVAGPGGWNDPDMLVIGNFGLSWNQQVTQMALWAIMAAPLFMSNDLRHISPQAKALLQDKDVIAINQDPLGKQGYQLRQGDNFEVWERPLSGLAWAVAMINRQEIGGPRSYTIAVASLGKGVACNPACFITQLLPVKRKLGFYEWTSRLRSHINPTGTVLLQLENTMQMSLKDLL
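Human spleen homogenate (1 ug) as enzyme source, 4-methylumbelliferyl-alpha-D-galactopyranoside 1 mM final, citrate/phosphate pH 5.0 with 0.01% Tween-20. Compounds 40 min at 37C, NaOH/glycine stop; fluorescence Ex 365/Em 440, Hill-fit AC50.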
GAA inhib: alpha-glucosidase (human) inhibition; P10253; purified human GAA, 4-MU-alpha-glucoside fluorescence; Potency, µM (highest dose often 76.9 µM), inactives show top-dose activity change, negative = inhibition, most hits filed as inhibitors; 200,000 compounds, 0.005% hits;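 also: plate controls were uninhibited enzyme wells for no effect and no-enzyme background for full effect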
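Human enzyme at 4 nM with 400 uM 4-methylumbelliferyl-alpha-D-pyranoside, citrate/phosphate buffer pH 5.0, 0.005% Tween-20, 20 min at room temperature. Compounds up to 77 uM. 4-MU fluorescence (Ex 365/Em 440) read after NaOH/glycine stop; AC50 from Hill fit.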
Tau fibril FP: inhibitors of human tau fibril formation; 280,000 compounds, 0.39% hits; K18 P301L tau heparin fibrillization, Alexa594 FP, 6 h; AID 1468; P10636; Potency, µM (series often up to 57.7 µM), inactives show at the highest dose activity, negative = inhibition, actives largely listed as inhibitors; also: % is scaled to controls: 0 for no effect and ±100 for the full control effect; nearly all actives have a fitted effect of over 55% in size
Target sequence (P10636 561-689 P618L limits assumed): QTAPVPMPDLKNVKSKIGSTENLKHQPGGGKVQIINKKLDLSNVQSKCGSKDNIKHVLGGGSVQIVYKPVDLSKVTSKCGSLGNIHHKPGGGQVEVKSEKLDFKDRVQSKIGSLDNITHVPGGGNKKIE
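FP of Alexa 594-tau after heparin (20 uM) induction. Substrate: human K18 P301L, 15 uM unlabeled, 0.24 uM labeled. Buffer 100 mM sodium acetate pH 7. 6 hr, 37 C.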
Tau fibril ThT: blocks human tau fibril formation measured by thioflavin T | P10636 | recombinant tau K18 P301L, heparin-induced fibrillization, ThT fluorescence | Potency, µM (highest dose often 57.4 µM), for inactives: at the highest dose activity, negative = inhibition, actives largely listed as inhibitors | 270,000 compounds, 2.1% hits | AID 1460; also: % is scaled to controls: 0 for no effect and ±100 for the full control effect; nearly all actives have a fitted effect of over 55% in size
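ThT emission at 510 nm, taken 1 hr after adding 30 uM dye, quantifies aggregates formed when 20 uM heparin acts on human tau K18 P301L for 6 hr at 37 C.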
GAA spleen mod: inhibitors or activators of human alpha-glucosidase in spleen homogenate | P10253 | Potency, µM (titrated, usually from 79.9 µM), inactives show top-dose activity change, negative = inhibition, usual class: inhibitors | human spleen homogenate, 4-MU-alpha-glucoside fluorescence | 240,000 compounds, 0.006% hits;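 also: 0% = enzyme with vehicle and -100% = no enzyme basal signal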
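Human spleen homogenate (1 ug) incubated with compounds and 1 mM 4-methylumbelliferyl-alpha-D-glucopyranoside in pH 5.0 citrate/phosphate buffer, 37 C, 40 min. Stopped at pH 10; 4-MU fluorescence (Ex 365/Em 440 nm); AC50 by Hill fit.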
Tau fluor cs: counter-screen for tau fibril formation inhibitors. 280,000 compounds, 0.93% hits. Potency, µM (doses to about 57.7 µM), for the others: at the highest dose activity change, negative = decrease. AID 1463. tau K18 P301L Alexa594 fluorescence, heparin fibrillization; also: % is scaled to controls: 0 for no effect and ±100 for the full control effect; nearly all actives have a fitted effect of over 55% in size
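Human tau K18 P301L (15 uM unlabeled, 0.24 uM Alexa 594-labeled) in 100 mM sodium acetate pH 7 with 20 uM heparin, 6 hr at 37 C. ThT 30 uM added, 1 hr ambient; Alexa 594 FP and total fluorescence read at 555/632 nm.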
Numbers without * were called inactive; ? = inconclusive; nt = not tested or not shown; [ ] = remark or other dose. Calls follow the shape of the dose curve; as a rule, active = well fitted curve in the direction sought with a large enough effect; inconclusive = small, poorly fitted or top-dose-only effect, or another doubt; inactive = no such curve, though single readings can be large; an effect the other way counts as inactive or inconclusive. Potency is read from the fitted curve at half-maximal effect.

(1) CCCCCN(C(=O)NC(=O)Nc1ccc(C)cc1C)S(C)(=O)=O
(2) Fc1cccc(Cl)c1CSc1nnc(COc2cccc3cccnc23)o1
(3) Cc1cc(O)c(-c2cc(C(=O)NCCc3ccc(S(N)(=O)=O)cc3)[nH]n2)cc1C
(4) NC(=O)CSc1nnc(-c2ccc3c(c2)OCO3)o1
(5) COc1ccc(C2=NOC(COc3ccc4c(C)cc(=O)oc4c3)C2)c(OC)c1 (stereo unspecified)
(6) CC(C)(C)c1ccc(Oc2ccc(N)cc2)cc1
(7) CCOC(=O)C1=C(C)Nc2nc3ccccc3n2C1c1cccs1 (stereo unspecified)
(8) O=C(Cc1ccccc1)Nc1cccc(N2C(=O)C=CC2=O)c1

Screen / compound no.,1,2,3,4,5,6,7,8
GAA glycogen,3%,1%,4%,5%,2%,-11%,-1%,0%
HTT ATP protect,-30%,8%[10 µM],-3%[10 µM],-44%[inhibitor],-71%[inhibitor][10 µM],0%[10 µM],-16%[10 µM],14%[0.074 µM]
GLA spleen mod,2%,3%,-1%,-1%,-19%,21%,-5%,1%
GAA inhib,10%,-5%,nt,3%,-9%[15.4 µM],0%,-3%,2%
Tau fibril FP,-4%,7%,-11%,15%,5%,14%,4%,-9%
Tau fibril ThT,-1%,?,nt,16%,?,?,5%,?
GAA spleen mod,-1%,-1%,-14%,-3%,-3%,5%,5%,-2%
Tau fluor cs,-3%,-10%,?,12%,-16%,?,-1%,20%

(9) Clc1ccc(Nc2ncn[nH]2)cc1
(10) Cc1sc2nc(CSCC(=O)Nc3c(Cl)cccc3Cl)[nH]c(=O)c2c1C
(11) CC(=O)Nc1cccc(NC(=O)CSc2nnnn2Cc2ccccc2)c1
(12) Cc1nc2sccn2c(=O)c1S(=O)(=O)Nc1ccc(N2CCN(C(=O)C(C)C)CC2)cc1
(13) O=C(Nc1nc(-c2cc(Cl)sc2Cl)cs1)c1ccccc1
(14) CCn1cc(/C=N\NC(=O)Cc2ccc(Cl)cc2)cn1
(15) NC(=O)c1cc(C(=O)c2ccccc2Cl)c[nH]1
(16) O=C(NCCCn1ccnc1)c1cc2ccccc2oc1=O

Screen / compound no.,9,10,11,12,13,14,15,16
GAA glycogen,5%,15%,5%,4%,4%,0%,-20%,2%
HTT ATP protect,-15%,-14%[10 µM],20%,nt,?,nt,-25%[10 µM],18%[10 µM]
GLA spleen mod,-1%,2%,1%,nt,-11%,10%,1%,-4%
GAA inhib,7%,-1%,-11%,nt,-1%,?,-14%,-6%
Tau fibril FP,2%,4%,-10%,2%,?,6%,1%,5%
Tau fibril ThT,-4%,-9%,-14%,?,-11%,-3%,4%,-8%
GAA spleen mod,-8%,-5%,1%,nt,0%,-1%,-12%,-3%
Tau fluor cs,-6%,-9%,-15%,-12%,?,2%,6%,-2%

(17) Cc1ccc(C(=O)CSc2nc(C)cc(=O)[nH]2)cc1
(18) O=C(CSC1=NCCS1)NCc1ccco1
(19) C(=C\c1ccccc1)/CNn1cnnc1
(20) COc1ccc(N2CCN(CCCNC(=O)Cn3c(-c4cccs4)cc4ccccc43)CC2)cc1
(21) O=S(=O)(CCc1ccccc1)c1nc2ccccc2s1
(22) CCCCSc1n[nH]c(N)n1
(23) COC(=O)c1ccc(NC(=O)C2CC(=O)OC2c2ccccc2)cc1 (stereo unspecified)
(24) O=C(O)CCc1ccc(-c2cccs2)n1-c1ccc(C(=O)O)cc1

Screen / compound no.,17,18,19,20,21,22,23,24
GAA glycogen,-5%,4%,0%,4%[76.3 µM],nt,5%,3%,-5%
HTT ATP protect,-9%,17%[10 µM],19%[10 µM],nt,?,9%[0.074 µM],2%[10 µM],-3%
GLA spleen mod,4%,3%,-13%,nt,4%,2%,-2%,1%
GAA inhib,5%,-5%,-3%,nt,nt,5%,nt,1%[15.4 µM]
Tau fibril FP,-3%,4%,-5%,6%,-1%,2%,-7%,-2%
Tau fibril ThT,-16%,-8%,1%,?,-8%,8%,-5%,?
GAA spleen mod,-5%,2%,4%,nt,-7%,-2%,-1%,-8%
Tau fluor cs,-15%,10%,1%,-29%,1%,7%,-9%,-12%

(25) CC(C)=CCC/C(C)=C/C(N)=O
(26) CC(C)CNS(=O)(=O)c1ccc(CCC(=O)O)cc1
(27) O=C(CN(c1ccccc1Cl)S(=O)(=O)c1ccccc1)N/N=C/c1ccccc1C(=O)O
(28) Cc1sc2c(c1C)C(=O)/C(=C\Nc1ccccn1)S(=O)(=O)N2C
(29) CSc1ncccc1C(=O)OCc1ccccc1Cl
(30) O=C(O)C1CSC2c3ccccc3C(=O)N12 (stereo unspecified)
(31) Cc1ccc(S(=O)(=O)NCc2nc3ccccc3[nH]2)cc1
(32) COc1ccc(NC(=O)CCn2nc(-c3ccccc3OC)c3c(C)cc(C)nc32)cc1

Screen / compound no.,25,26,27,28,29,30,31,32
GAA glycogen,8%,-1%,14%,-1%,-4%,0%,?,-5%[76.3 µM]
HTT ATP protect,3%[10 µM],13%,9%[10 µM],-7%[10 µM],-10%,-3%[10 µM],-13%,nt
GLA spleen mod,-5%,-1%,1%,3%,-9%,4%,2%,nt
GAA inhib,-8%,-5%,?,nt,-3%,3%,-3%,nt
Tau fibril FP,0%,-3%,-3%,?,-4%,2%,8%,6%
Tau fibril ThT,1%,-1%,-1%,-2%,-13%,-2%,-11%,-17%
GAA spleen mod,-4%,-5%,2%,-2%,2%,0%,-3%,nt
Tau fluor cs,3%,2%,-11%,-12%,-21%,4%,-10%,-18%

Limited to Tau fibril FP, for five of the compounds above:
item	Molecule	Tau fibril FP
28	Cc1sc2c(c1C)C(=O)/C(=C\Nc1ccccn1)S(=O)(=O)N2C	?
29	CSc1ncccc1C(=O)OCc1ccccc1Cl	-4%
30	O=C(O)C1CSC2c3ccccc3C(=O)N12 (stereo unspecified)	2%
31	Cc1ccc(S(=O)(=O)NCc2nc3ccccc3[nH]2)cc1	8%
32	COc1ccc(NC(=O)CCn2nc(-c3ccccc3OC)c3c(C)cc(C)nc32)cc1	6%

(more compounds)
(33) COc1ccc(C2NC(=S)N(c3ccccc3)C(C)=C2C(=O)Nc2ccccc2)cc1 (stereo unspecified)
(34) Cn1c(C2=C(O)CN(c3ccc4c(c3)OCCO4)C2=N)nc2ccccc21
(35) COc1ccccc1/C=C\C=N\NC(=O)CCn1nnc2ccccc21
(36) O=C(Nc1ccc2c(c1)OCCO2)C1CCN(c2ncccn2)CC1
(37) O=C(NCCN1CCc2ccccc2C1)C1CCN(S(=O)(=O)N2CCCCC2)CC1
(38) Cc1occc1-c1nnc(SCc2nnc(-c3ccc(Cl)cc3)o2)n1C
(39) CCOc1ccc2nc(NC(=O)C3CCCN(S(=O)(=O)c4cccc5nonc45)C3)sc2c1 (stereo unspecified)
(40) Nc1sc(-c2ccccc2)n[n+]1Cc1cccc2cccnc12

Screen / compound no.,33,34,35,36,37,38,39,40
GAA glycogen,6%,7%,-2%,5%,15%,-8%,2%,0%
HTT ATP protect,-1%,-33%,-7%[10 µM],-44%[inhibitor],5%,-13%,-23%,0%[10 µM]
GLA spleen mod,-1%,-20%,-6%,-1%,8%,-3%,-5%,4%
GAA inhib,-19%,3%,-3%,-9%,-2%,0%,-3%,nt
Tau fibril FP,10%,9%,-1%,-13%,3%,-3%,8%,6%
Tau fibril ThT,-13%,-7%,-13%,-10%,3%,-15%,-17%,0%
GAA spleen mod,-3%,-8%,-1%,nt,-3%,-2%,-6%,-1%
Tau fluor cs,-24%,-9%,-9%,-8%,2%,-6%,?,-2%

(41) O=C(NCCCCCCNC(=O)C1CCCC1)C1CCCC1
(42) O=c1c2ccccc2nc2n1CCC2O (stereo unspecified)
(43) O=C(C(Cc1ccccc1)n1cccc1)N1CCN(c2cccc(Cl)c2)CC1 (stereo unspecified)
(44) Cc1ccc2oc(=O)c3cnn(CC(=O)NCCCOC(C)C)c3c2c1
(45) CC(=O)Nc1ccc(S(=O)(=O)N2CCN(S(=O)(=O)N3CCCCC3)CC2)cc1
(46) Cc1cc(Oc2nc3ccccn3c(=O)c2/C=C(\C#N)c2nc3ccccc3s2)ccc1Cl
(47) Cc1ccc(S(=O)(=O)C2(C(=O)Nc3ccc(C)c(Cl)c3)CC2)cc1
(48) N/C(=N\N=C\c1ccc(O)cc1)c1nonc1N
(49) COc1ccc(NC(=O)Cn2cnc3ccc(S(=O)(=O)N4CCC(C)CC4)cc3c2=O)cc1OC
(50) COc1ccc(-c2nnc(SCc3c(C)noc3C)n2N)cc1OC
(51) NC(=O)COC(=O)/C=C/c1ccc(S(=O)(=O)N2CCCCCC2)cc1

Screen / compound no.,41,42,43,44,45,46,47,48,49,50,51
GAA glycogen,6%,10%,10%,7%,6%,10%[76.3 µM],-12%[76.3 µM],?,6%[76.3 µM],2%,0%
HTT ATP protect,13%[10 µM],-10%[10 µM],-47%[inhibitor],6%,-9%,nt,nt,-61%[inhibitor],nt,-22%,-35%
GLA spleen mod,4%,6%,3%,3%,-6%,nt,nt,5%,nt,-6%,5%
GAA inhib,-5%,nt,?,-5%,-10%,nt,nt,-10%,nt,-6%,2%
Tau fibril FP,-4%,6%,1%,-1%,-7%,-12%,-6%,6%,6%,2%,-13%
Tau fibril ThT,-10%,-1%,?,-2%,6%,-9%,-7%,-16%,-6%,-9%,3%
GAA spleen mod,-3%,3%,-1%,-5%,-10%,nt,nt,0%,nt,-10%,0%
Tau fluor cs,-4%,4%,-24%,-1%,-3%,-17%,-29%,-16%,?,-6%,4%

Not a retest: 2 of the compounds above.
(41) O=C(NCCCCCCNC(=O)C1CCCC1)C1CCCC1
(42) O=c1c2ccccc2nc2n1CCC2O (stereo unspecified)

Screen / compound no.,41,42
GAA glycogen,6%,10%
HTT ATP protect,13%[10 µM],-10%[10 µM]
GLA spleen mod,4%,6%
GAA inhib,-5%,nt
Tau fibril FP,-4%,6%
Tau fibril ThT,-10%,-1%
GAA spleen mod,-3%,3%
Tau fluor cs,-4%,4%
